# NF-kB neuron act = raises NF-kB expression in human neuronal cells. NF-kB reporter expression; stronger effect = higher value. fold change at 12.5 µM. 1.6% of 190,000 active; in the data active means fold change above about 3.3
# STAT1 act = STAT1 signaling activation; NIH 3T3 STAT1-luciferase reporter, IFN-gamma, luminescence; 100% = IFN-gamma alone, no compound; activation (% of control), % at 5.5 µM; 2.6% of 200,000 active; AID 932;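 active means activation above the screen-wide mean activation plus 3 SD, cut at about 130% in these data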;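 further: raw ratio to IFN-gamma control signal so 100% means no change and 0% no light; values of inactives mirror those of a sister screen read the other way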
# APP 5'UTR act = APP 5'UTR luciferase reporter activation. SH-SY5Y APP 5'UTR luciferase reporter, luminescence; zero percent = DMSO vehicle wells. AID 1276. 1% of 190,000 active. activation, % at 2 µM;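 active means activation above a set limit, based on mean plus 3 SD of controls, cut at about 140% in these data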; further: values of inactives mirror those of a sister screen read the other way
# TLR4 MyD88 comp = blocks binding of human TLR4 to MyD88 | 0.18% of 200,000 active | O00206+Q99836 | inhibition, % at 8.4 µM | HeLa CL3-4 TLR4/MyD88 BLA complementation, FRET ratio; in the data active means inhibition above about 25%;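 further: 0% = vehicle and 100% = reference inhibitor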
# Target sequence (O00206 whole entry, looked up): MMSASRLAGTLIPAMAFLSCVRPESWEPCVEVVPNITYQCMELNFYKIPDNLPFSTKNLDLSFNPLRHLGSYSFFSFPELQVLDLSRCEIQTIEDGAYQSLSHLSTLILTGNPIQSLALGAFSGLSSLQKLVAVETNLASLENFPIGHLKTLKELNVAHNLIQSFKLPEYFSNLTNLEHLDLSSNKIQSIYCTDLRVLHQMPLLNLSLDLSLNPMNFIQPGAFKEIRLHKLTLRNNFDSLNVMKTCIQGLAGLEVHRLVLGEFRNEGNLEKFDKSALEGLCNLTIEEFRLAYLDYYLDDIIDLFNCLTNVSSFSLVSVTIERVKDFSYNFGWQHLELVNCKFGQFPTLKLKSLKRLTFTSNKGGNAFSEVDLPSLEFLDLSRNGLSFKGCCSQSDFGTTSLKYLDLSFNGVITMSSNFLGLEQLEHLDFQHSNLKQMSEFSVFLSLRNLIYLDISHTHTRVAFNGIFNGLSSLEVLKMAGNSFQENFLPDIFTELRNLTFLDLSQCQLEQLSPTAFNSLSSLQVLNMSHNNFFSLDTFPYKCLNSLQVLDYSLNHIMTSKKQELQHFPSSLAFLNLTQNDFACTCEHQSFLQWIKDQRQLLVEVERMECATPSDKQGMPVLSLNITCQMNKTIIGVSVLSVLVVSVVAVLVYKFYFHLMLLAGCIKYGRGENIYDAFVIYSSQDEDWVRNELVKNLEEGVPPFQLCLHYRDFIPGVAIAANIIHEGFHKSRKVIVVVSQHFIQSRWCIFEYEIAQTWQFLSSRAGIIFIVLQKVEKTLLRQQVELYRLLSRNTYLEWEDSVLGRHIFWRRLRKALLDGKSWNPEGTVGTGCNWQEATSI
# Target sequence (Q99836 whole entry, looked up): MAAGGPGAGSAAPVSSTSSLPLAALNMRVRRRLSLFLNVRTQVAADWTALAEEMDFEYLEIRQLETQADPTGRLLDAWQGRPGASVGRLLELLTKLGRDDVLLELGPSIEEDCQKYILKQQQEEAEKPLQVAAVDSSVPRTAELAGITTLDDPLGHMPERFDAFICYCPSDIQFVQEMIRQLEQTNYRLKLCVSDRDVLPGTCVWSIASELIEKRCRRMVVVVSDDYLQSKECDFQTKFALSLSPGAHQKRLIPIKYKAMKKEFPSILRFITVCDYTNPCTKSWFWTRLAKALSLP
# APP transl inh = APP translation inhibition; SH-SY5Y APP 5'UTR-luciferase reporter, luminescence; 0.82% of 190,000 active; inhibition, % at 2 µM; AID 1285;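 active means inhibition above a set limit, derived from the sample mean plus 3 SD, cut at about 45% in these data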; further: values of inactives mirror those of a sister screen read the other way
# Diaphorase act = counter-screen for diaphorase-based assays: diaphorase activators and chemical reducers | Diaphorase/resazurin coupled assay, resorufin fluorescence, 16 min; stronger effect = higher value; 1 = vehicle wells, 0 = NADH-free wells | 0.005% of 190,000 active | activation factor at 20 µM | AID 1229;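 active means diaphorase activity raised at least twofold by the compound at 20 µM; inactive means activation factor below 2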
#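 System – purified diaphorase enzyme from Clostridium kluyveri · Input – enzyme 0.07 U/mL final · Also added – final NADH 0.114 mM, resazurin 0.1 mM · Measured by – fluorescence of resorufin, 544 nm excitation, 590 nm emission · Timing – 16 min enzyme reaction, ambient temperature · Measure – resorufin increase flagging diaphorase activators or reducers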
# Diaph inh CS = inhibits diaphorase or chemically oxidizes, flagging diaphorase assay artifacts. diaphorase resazurin-to-resorufin fluorescence, NADH, 16 min; bacterial (C. kluyveri) enzyme, not human. inhibition, % at 20 µM. 0.69% of 190,000 active. AID 1217;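 active means primary screen inhibition at 20 µM above a set limit, cut at about 50% in these data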;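 further: plate controls were DMSO with full reaction for no effect and wells lacking NADH for full effect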
#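 System: Bacterial diaphorase enzyme (C. kluyveri) | Incubation: 16-min room-temperature incubation before reading | Benchmarks: No-NADH positive control and DMSO neutral control | Measured by: Resorufin fluorescence 544/590 nm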
# G6PDH CS = L. mesenteroides G6PDH inhibition counter-screen | Purified L. mesenteroides G6PDH, diaphorase/resazurin coupled fluorescence, 45 min | inhibition, % at 5 µM | 0.12% of 200,000 active; in the data active means inhibition above about 50%
# FLuc inhib CS = Photinus pyralis luciferase inhibition counter-screen; P08659; inhibition, % at 10 µM; ATPLite firefly luciferase biochemical luminescence, 10 min; 1.5% of 200,000 active;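 active means inhibition above about 50% when tested at 10 µM, limit read from the data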
# FLuc act counter = firefly luciferase counter-screen for stimulation assays; activation factor at 10 µM; 200,000 tested, under 10 active; AID 1027; P08659; ATPlite luciferase biochemical, luminescence, 10 min; 0 = ATP-free wells, 1 = DMSO control;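 active means luciferase activation factor, scaled between plate controls, of at least 2 with compound at 10 µM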
#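 Material: Luciferase/luciferin reagent mix | Doses: Test compounds dosed from 2 mM stocks in 100% DMSO | Timing: 10 min incubation after luciferase reagent addition, room temperature | Measured by: Luminescence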
# * marks the source's active call; other numbers are inactive results; / = no result given.
SMILES,NF-kB neuron act,STAT1 act,APP 5'UTR act,TLR4 MyD88 comp,APP transl inh,Diaphorase act,Diaph inh CS,G6PDH CS,FLuc inhib CS,FLuc act counter
CCOC(=O)c1ccc(S(=O)(=O)Nc2cc(C(=O)O)ccc2Cl)cc1,0.96,95,14,-6,-14,0.9,8,8,-6,1.1
COCC1CCCN(Cc2cn(Cc3ccccc3)nc2-c2cc3ccccc3o2)C1 (stereo unspecified),/,98,17,-6,-17,1.1,-8,11,2,1
CC(C)(C)NC(=O)c1cnn2c1NC(c1ccc(F)cc1)CC2C(F)(F)F (stereo unspecified),0.96,98,-6,2,6,0.9,5,5,-4,1
COc1ccc(N(CC(=O)Nc2cc(C(=O)O)ccc2C)S(=O)(=O)c2c(C)noc2C)cc1,1.1,102,2,-9,-2,0.9,10,-1,-6,1.1
O=C(NCCCc1ccccc1)c1ccccc1,2,129*,21,26*,-21,1,3,8,-3,1
COc1ccc(CCC(=O)N(c2nnc(-c3cccnc3)s2)C(C)C)cc1,0.91,93,-4,4,4,0.9,14,3,-2,1
O=Cc1cn(CCC(=O)O)nc1-c1cc2ccccc2o1,1.1,102,-16,3,16,1,0,10,0,1
COc1ccc(NS(=O)(=O)c2cccc(NC(=O)NCCCl)c2)cc1,1.1,96,4,7,-4,0.8,17,4,-2,1
O=C(Cn1nnc(-c2ccncc2)n1)N(C1CCCCC1)C1CCCCC1,1.1,80,-5,2,5,0.9,6,-2,-6,1.1
CCCCCCCOC(=O)c1ccc(OC(=O)c2cccnc2)cc1,1.8,104,-18,-4,18,0.8,21,12,-2,1
CC(C)c1ccc2c(c1)C1Cc3ccccc3C1N2 (stereo unspecified),0.84,124,60,4,-60,1,3,8,2,1
C=CCC1S/C(=N/N=C/c2cccs2)NC1=O (stereo unspecified),1.2,85,-13,-11,13,1,0,1,-3,1
COc1ccc(-c2csc(N3CCC(c4ccccc4)CC3)n2)cc1,1,100,-1,-1,1,1,1,0,-5,1
CSc1nc(O)c(/C=C2\C=Nc3ccccc32)[nH]1,1.5,121,5,6,-5,0.8,21,9,60*,0.4
CCCCOC(=O)CN1C(=O)c2ccc(C(=O)OCCCC)cc2C1=O,1,101,-18,-8,18,0.9,7,-14,-6,1.1
COC(=O)c1ccccc1NC(=O)C1CCCN(S(=O)(=O)c2ccc(F)cc2)C1 (stereo unspecified),0.86,104,-2,-6,2,0.9,13,2,-5,1.1
O=c1[nH]c2cc3c(cc2cc1CN(CC1CCCO1)S(=O)(=O)c1ccc(Cl)cc1)OCCO3 (stereo unspecified),2.5,103,4,-1,-4,1,-1,4,2,1
COc1ccc(NC(=O)C2C3CCC4C(CCC32)C4(Cl)Cl)cc1 (stereo unspecified),1.1,98,-16,-10,16,0.9,11,6,-4,1
COc1cccc(C(=O)/C=C/Nc2ccc(S(=O)(=O)Nc3ncccn3)cc2)c1,0.95,139*,-15,1,15,0.9,6,2,2,1
Cc1ccc(O)c(CCc2ccccc2)n1,1.4,104,-1,7,1,1,2,14,3,1

# Random excerpt: 2 compounds from above, in no set order.
SMILES,NF-kB neuron act,STAT1 act,APP 5'UTR act,TLR4 MyD88 comp,APP transl inh,Diaphorase act,Diaph inh CS,G6PDH CS,FLuc inhib CS,FLuc act counter
O=C(Cn1nnc(-c2ccncc2)n1)N(C1CCCCC1)C1CCCCC1,1.1,80,-5,2,5,0.9,6,-2,-6,1.1
CSc1nc(O)c(/C=C2\C=Nc3ccccc32)[nH]1,1.5,121,5,6,-5,0.8,21,9,60*,0.4

# Next section.
SMILES,NF-kB neuron act,STAT1 act,APP 5'UTR act,TLR4 MyD88 comp,APP transl inh,Diaphorase act,Diaph inh CS,G6PDH CS,FLuc inhib CS,FLuc act counter
Cc1c(C(=O)C(=O)NCCC2=CCCCC2)c2ccccc2n1C,0.91,99,18,6,-18,0.9,7,6,-2,1
CCSc1nc(C)nc2c1oc1ccccc12,1.2,110,-3,2,3,0.8,21,3,-2,1
O=S(=O)(NCc1ccccc1)c1cccs1,1.1,99,-14,-13,14,1,1,3,-6,1.1
COC(=O)[C@@]1(Cc2ccc(OC)cc2)[C@H]2c3cc(C(=O)N(C)C)[nH]c3C[C@H]2CN1C(=O)c1ccccc1,0.88,92,-2,-9,2,0.9,11,14,-2,1
CN1CCN(c2ccc(-c3ccnn3C(=O)Nc3cccc(C(F)(F)F)c3)cc2)CC1,1.4,118,39,12,-39,1,-5,24,35,0.7
O=C(Nc1ccncc1)Nc1ccc(F)c(Cl)c1,1,89,0,-5,0,0.9,13,13,3,1
COc1ccc(/C=N/N(Cc2ccccc2)c2ccccc2)cc1O,2.6,100,-10,-8,10,0.9,14,0,-4,1
O=C(/C=C/c1ccccc1Cl)N(Cc1ccccc1)C1CCS(=O)(=O)C1 (stereo unspecified),0.82,106,-4,5,4,0.8,20,9,-2,1
C/C(=N\NC(=O)CSc1ncccn1)c1ccc2c(c1)OCCO2,1.5,102,18,-5,-18,0.9,11,6,7,0.9
COc1ccc2[nH]c(C)c(C(=O)CN3CCN(C(=O)c4ccco4)CC3)c2c1,1.1,95,1,0,-1,0.9,14,-3,-4,1
Cn1nc(C(=O)N2CCCC2)c2ccccc2c1=O,1.2,104,6,3,-6,0.9,9,-2,-4,1
O=c1c2ccccc2nc(SCc2cccc(F)c2)n1Cc1ccco1,0.89,95,12,-11,-12,0.7,27,-31,-7,1.1
C/C(Cc1ccccc1)=N\NC(=O)CNC(=O)c1ccc(C(C)(C)C)cc1,0.85,101,-16,-6,16,0.9,8,-17,-5,1.1
CCOC(=O)C1=NN(c2cccc(Cl)c2)C2=NC(C)=C(C(=O)OC)C(c3cccs3)N12 (stereo unspecified),0.67,99,-11,18,11,0.8,23,6,-6,1.1
CCC(=O)N=c1sc2c(OC)ccc(OC)c2n1C,/,100,-8,-7,8,/,/,/,/,/
CCOCCCNC(=O)c1c[nH]c2cc(OC)ccc2c1=O,1.6,111,-6,-8,6,0.9,5,5,-6,1.1
CN(C)/C=C1\SC(=S)N(N2C(=O)C3C4C=CC(C4)C3C2=O)C1=O (stereo unspecified),1.2,100,-4,1,4,0.9,13,8,-2,1
CCN(CC)c1ccc(NC(=O)CSc2nc3ccccc3c(=O)n2-c2cc(S(=O)(=O)N(C)C)ccc2C)cc1,0.82,110,5,2,-5,0.8,25,2,0,1
COc1ccc(C(=O)N(CCCO)Cc2cc3c(C)ccc(C)c3[nH]c2=O)cc1OC,0.95,96,10,2,-10,0.8,16,25,-1,1
CCCCC(=O)N/N=C/c1sccc1C,1.2,109,4,-14,-4,0.9,5,7,-3,1

# Results in TLR4 MyD88 comp, STAT1 act and FLuc inhib CS (2 entries from above):
SMILES,TLR4 MyD88 comp,STAT1 act,FLuc inhib CS
CCC(=O)N=c1sc2c(OC)ccc(OC)c2n1C,-7,100,/
CCOCCCNC(=O)c1c[nH]c2cc(OC)ccc2c1=O,-8,111,-6

# More compounds.
SMILES,NF-kB neuron act,STAT1 act,APP 5'UTR act,TLR4 MyD88 comp,APP transl inh,Diaphorase act,Diaph inh CS,G6PDH CS,FLuc inhib CS,FLuc act counter
Cc1csc(NC(=O)c2cc(-c3ccco3)nc3ccccc23)n1,0.45,99,-15,-18,15,0.9,8,-6,7,0.9
COc1ccc(C2=NOC(C(=O)NCc3cccs3)C2)cc1 (stereo unspecified),1.4,104,-3,-3,2,0.9,13,-1,0,1
O=C(Nc1ccc2c(c1)OCO2)c1ccc(N2CCCC2)c([N+](=O)[O-])c1,1.1,105,56,2,-56,0.8,15,3,3,1
COc1ccc(Cl)cc1-c1n[nH]c(=S)n1C1CCCCC1,1,100,11,2,-12,0.8,20,0,-3,1
O=C(O)CCC(=O)N1N=C(c2c(-c3ccccc3)c3cc(Cl)ccc3[nH]c2=O)CC1c1cccs1 (stereo unspecified),0.96,93,4,-7,-4,0.9,10,-6,-9,1.1
CC(C)NC(=S)Nc1ccc2cn[nH]c2c1,1.4,86,10,1,-10,0.7,26,14,-1,1
COc1ccc(NC(=O)c2cc(SC)ccc2Cl)cc1,0.95,110,4,-1,-4,0.9,9,-11,-2,1
O=C(c1cc(-c2ccccc2)on1)N1CCN(Cc2ccc3c(c2)OCO3)CC1,1.1,104,8,-7,-8,0.9,10,1,3,1
CCOC(=O)/C=c1\s/c(=C\c2ccc(C#N)cc2)c(=O)n1CC(=O)Nc1cccc(C)c1C,/,102,1,9,-1,1.1,-7,26,-9,1.1
CC(C)(C)C(=O)NCCN1CCN(C(=O)C(C)(C)C)CC1,1,105,0,9,0,0.9,10,4,-4,1
COc1ccc(N(CC(=O)NN=C2CCCCCCC2)S(=O)(=O)c2ccccc2)cc1Cl,1.1,102,11,-10,-11,0.8,16,3,-4,1
Cc1cc(=O)[nH]c(/N=C(\N)Nc2ccc3c(c2)OCCO3)n1,1.2,103,0,6,0,1.1,-5,1,1,1
COC(=O)c1c(N2C(=O)CC(Sc3ccccc3C(=O)O)C2=O)sc(C)c1C (stereo unspecified),0.97,90,-6,6,6,0.9,7,26,2,1
CCCOC(=O)c1ccc(NC(=O)COC)cc1,1.3,112,3,-7,-3,0.9,14,7,2,1
Cc1ccc(C(=O)COC(=O)c2ccc(O)cc2)cc1,6.2*,153*,149*,0,-149,0.9,6,3,33,0.7
O=C(CCC1CCCN(C(=O)c2ccc3cc[nH]c3c2)C1)NCc1ccc(F)c(F)c1 (stereo unspecified),1.6,107,10,-8,-10,0.9,14,6,-4,1
CC(C)c1ccc(NC(=O)NN2CCOCC2)cc1,1.7,146*,86,-13,-86,1.1,-5,7,28,0.7
COc1ccc(CCN2C(=O)CC(Nc3ccc(N4CCOCC4)cc3)C2=O)cc1OC (stereo unspecified),1.1,91,14,-3,-14,0.9,12,-29,-2,1
COc1cccc(/C=C/C(=O)NCCc2ccc(OC)c(OC)c2)c1,0.9,101,16,-14,-16,1,-2,-3,-3,1
CCCCn1c(CNC(=O)Cc2ccccc2)nc2ccccc21,1.3,102,-9,8,9,0.9,13,-8,-8,1.1
CCCOc1ccc(C(=O)Nc2ccc(Cl)cn2)cc1,8.6*,102,137*,1,-137,0.9,14,3,53*,0.5
CC(C)CN1CCNC(=O)C1CC(=O)NCCc1ccc(C(F)(F)F)cc1 (stereo unspecified),0.97,98,6,-7,-6,0.9,6,9,-7,1.1
c1ccc(Cn2nnnc2C(c2cccnc2)N2CCN(C3CCCCC3)CC2)cc1 (stereo unspecified),0.41,101,-2,-7,2,1.1,-6,1,-1,1

# Individual results from above.
# Diaphorase act result of `O=C(c1cc(-c2ccccc2)on1)N1CCN(Cc2ccc3c(c2)OCO3)CC1` : 0.9
# Diaph inh CS result of `O=C(Nc1ccc2c(c1)OCO2)c1ccc(N2CCCC2)c([N+](=O)[O-])c1` : 15
# STAT1 act result of `CC(C)c1ccc(NC(=O)NN2CCOCC2)cc1` : 146*
# APP 5'UTR act result of `O=C(CCC1CCCN(C(=O)c2ccc3cc[nH]c3c2)C1)NCc1ccc(F)c(F)c1` (stereo unspecified) : 10
# FLuc inhib CS result of `COc1cccc(/C=C/C(=O)NCCc2ccc(OC)c(OC)c2)c1` : -3

# High-throughput results deposited in PubChem by several laboratories.
